# KLK7 zymogen act: proKLK7 zymogen activators, primary screen, biochemical, fluorescence intensity; Kallikrein-7 (Homo sapiens), P49862; purified proKLK7, EDANS-DABCYL substrate fluorescence; 100% is mature enzyme control, 0% vehicle; activation, % at 7 µM; actives 0.9% (n = 370,000); AID 652039, 2013;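 active = activation above the mean of all tested compounds plus 3 SD, computed per campaign excluding outliers beyond control limits, cut at about 13% in these data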
# Target sequence (P49862 whole entry, looked up): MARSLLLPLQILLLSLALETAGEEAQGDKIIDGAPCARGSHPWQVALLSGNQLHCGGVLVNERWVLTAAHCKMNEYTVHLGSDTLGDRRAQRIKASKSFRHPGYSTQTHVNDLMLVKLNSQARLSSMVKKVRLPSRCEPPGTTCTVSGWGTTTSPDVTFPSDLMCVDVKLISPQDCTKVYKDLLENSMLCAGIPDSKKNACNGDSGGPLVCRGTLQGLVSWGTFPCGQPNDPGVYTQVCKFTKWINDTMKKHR
# ADAM17 inh: ADAM17 inhibitors, primary screen, biochemical, QFRET. Disintegrin and metalloproteinase domain-containing protein 17 (Homo sapiens), P78536. recombinant ADAM17, EDANS/DABCYL FRET peptide cleavage. inhibition, % at 6.95 µM. actives 0.83% (n = 370,000);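 active = inhibition above the mean of compounds lying between control limits plus 3 SD, set per campaign, cut at about 8.5% in these data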;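 note: 0% = DMSO-only wells as the low control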
# Tn6 DDE FP: inhibitors of Tn6 peptide binding to fibrin DD(E), primary screen, biochemical, fluorescence polarization, human fibrin, Tn6 probe; Fibrinogen beta chain (Homo sapiens), P02675; Fibrin DD(E) TRITC-Tn6 fluorescence polarization displacement; inhibition, % at 8.3 µM; actives 0.21% (n = 370,000);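 active = inhibition above a per-campaign cutoff: mean of compounds within control limits plus 3 SD, cut at about 15% in these data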;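 note: 0% = median of all compound wells on the plate and 100% = blocking peptide control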
# LEDGF integ inh: blockers of LEDGF/p75-dependent integrase strand transfer – biochemical, TR-FRET, high throughput, primary screen; TR-FRET IN-LEDGF/p75 DNA integration, Eu/Cy5; inhibition, % at 3.7 µM; HIV-1 integrase (with human LEDGF/p75); actives 0.64% (n = 370,000); AID 743269, 2014;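 active = inhibition above the screen-wide mean plus 3 SD, cut at about 13% in these data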;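 note: signal is the Cy5 over europium emission ratio at 671 and 618 nm; 0% = plate median of compound wells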
# Tn7 DDE FP: inhibitors of Tn7 peptide binding to fibrin DD(E), primary screen, biochemical, fluorescence polarization, human fibrin, Tn7 probe; Fibrinogen beta chain (Homo sapiens), P02675; FP displacement of FITC-Tn7 peptide from fibrin DD(E); 0% = median of compound wells per plate; actives 0.13% (n = 370,000); inhibition, % at 8.3 µM;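 active = inhibition above the mean of compounds falling within the control limits plus 3 SD of them, cut at about 14% in these data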;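 note: 0% = plate median of compound wells and 100% = 10 µM Aha-Tn7 peptide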
#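 System: human fibrin DD(E); quantity: Fibrin-DD(E) at 2 µM final; also added: fluorescent Tn7 probe at 0.1 µM; compound dosing: single nominal test concentration of 8.3 µM per compound; schedule: 10 min preincubation, 3 h with tracer, room temperature; detection: fluorescence polarization of the labelled Tn7 tracer; repeats: one replicate per compound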
# ARFGAP1 inhibitor: inhibitors of rat ARFGAP1 GAP activity, primary screen, biochemical, fluorescence polarization, GDP tracer; ADP-ribosylation factor GTPase-activating protein 1 (Rattus norvegicus), Q62848; Arfgap1-stimulated ARF1 GTP hydrolysis, GDP FP detection; inhibition, % at 16.5 µM; actives 0.26% (n = 360,000);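 active = inhibition above a per-plate limit, mean inhibition of low control wells plus 3 SD, cut at about 25% in these data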;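 note: 0% = DMSO wells with enzyme and 100% = wells lacking Arfgap1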
# Target sequence (Q62848 1-136 limits assumed): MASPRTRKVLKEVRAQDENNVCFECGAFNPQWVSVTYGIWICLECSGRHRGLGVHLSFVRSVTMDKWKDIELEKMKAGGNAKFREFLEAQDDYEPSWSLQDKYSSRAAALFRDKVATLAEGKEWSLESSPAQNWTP
#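 Repeats: one replicate per compound; assay system: rat Arfgap1 catalytic domain, aa 1-136; times: enzyme reaction 120 min at 25 °C after 20 min preincubation; detection: FP of antibody-bound GDP Alexa 633 tracer, ex 620/em 688 nm; benchmarks: high control wells lacking Arfgap1, low control full reaction with DMSO; reagent: human ARF1(Δ1-17)-GTP substrate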
# ASAP1 inh: inhibitors of human ASAP1 ArfGAP activity, primary screen, biochemical, fluorescence polarization; ASAP1-stimulated ARF1 GTP hydrolysis, GDP FP detection; inhibition, % at 16.5 µM; AID 624377, 2012; Arf-GAP with SH3 domain, ANK repeat and PH domain-containing protein 1 (Homo sapiens), …; actives 0.19% (n = 360,000); in the data active = inhibition above about 25%;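 note: 0% = vehicle with enzyme and substrate and 100% = no enzyme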
# TDP2 inh: human TDP2 enzyme inhibitors, primary screen, biochemical, epi absorbance, recombinant enzyme; Tyrosyl-DNA phosphodiesterase 2 (Homo sapiens), O95551; T5PNP hydrolysis, p-nitrophenol absorbance 415 nm; inhibition, % at 12.8 µM; actives 0.34% (n = 370,000);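 active = inhibition above the mean of all tested compounds plus 3 SD, set per campaign, cut at about 25% in these data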;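 note: 0% = DMSO with enzyme and 100% = buffer with substrate but no TDP2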
# Target sequence (O95551 whole entry, looked up): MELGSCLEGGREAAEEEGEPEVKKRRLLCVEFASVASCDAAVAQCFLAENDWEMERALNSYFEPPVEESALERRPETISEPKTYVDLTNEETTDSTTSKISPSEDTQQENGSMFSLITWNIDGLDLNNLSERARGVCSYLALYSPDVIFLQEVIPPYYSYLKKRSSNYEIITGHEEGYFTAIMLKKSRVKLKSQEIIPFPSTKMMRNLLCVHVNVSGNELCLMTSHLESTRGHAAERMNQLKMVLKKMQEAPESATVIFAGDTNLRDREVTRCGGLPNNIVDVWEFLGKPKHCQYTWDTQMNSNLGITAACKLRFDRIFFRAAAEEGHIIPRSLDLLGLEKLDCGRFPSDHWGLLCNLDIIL
#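 Assay system: Recombinant human TDP2 | Quantity: 120 nM TDP2 per well | Incubation: 2 h at 37 °C | Signal: Epi absorbance | Evaluation: Percent inhibition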
# PLCg1 inh: PLC-gamma1 enzyme inhibitors, primary screen, biochemical, fluorescence, purified enzyme. actives 0.84% (n = 370,000). AID 720700, 2013. fluorogenic substrate. inhibition, % at 12.2 µM; in the data active = inhibition above about 9.5%
# ADAM10 inh: human ADAM10 inhibitors, primary screen, biochemical, QFRET, HTS; actives 0.62% (n = 370,000); Disintegrin and metalloproteinase domain-containing protein 10 (Homo sapiens), O14672; inhibition, % at 7 µM; recombinant ADAM10, EDANS/DABCYL FRET peptide cleavage, 3 h;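 active = inhibition above a per-campaign cutoff equal to the mean of compounds falling between control-based bounds plus 3 SD, cut at about 20% in these data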;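 note: 0% = DMSO wells while the 100% control is not disclosed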
# An asterisk follows results filed as active; i = inactive; . = not tested or not shown. This is a random part of the collection; any-hit rate near 4.2%.
1) COc1ccccc1Nc1nc(-c2sc(N)nc2C)cs1
2) CC(C)CCNC(=O)c1ccc(C2SCC(=O)N2Cc2ccco2)cc1 (configuration not stated)
3) Cc1ccc(C(=O)Cn2nnc(-c3ccccc3)n2)cc1
4) CC(=O)NC(c1ccccc1)c1nc(-c2cccnc2)cs1 (configuration not stated)
5) COc1ccc(CC(=O)Nc2ccc(N3CCN(c4ccc(OC)cc4)CC3)c(C#N)c2)cc1
6) O=c1[nH]c2ccccc2n1Cc1ccc(Cl)cc1
7) CCCC(=Nc1ccccc1OC)C1=C(O)CC(c2ccccc2)CC1=O (configuration not stated)
8) Cc1cccc(CC(=O)Nc2ccc(C(=O)N3CCCCC3)cc2)c1
9) COc1ccc(Cl)cc1NC(=O)c1[nH]nc(OC)c1[N+](=O)[O-]
10) COC(C[C@H]1O[C@@H]1C(=O)[C@H](C)OCc1ccccc1)OC
Screen / compound no.	1	2	3	4	5	6	7	8	9	10
ASAP1 inh	10	2	-3	-2	-15	8	-5	-8	2	-2
ADAM10 inh	-3	2	5	-2	-32	5	-7	9	-7	4
ADAM17 inh	0	-6	1	0	-9	-2	-1	1	-1	-2
PLCg1 inh	-4	0	2	-1	-25	2	0	-1	-1	-3
LEDGF integ inh	4	0	6	-1	0	1	-4	1	-5	-1
ARFGAP1 inhibitor	16	8	7	-6	4	3	9	2	6	-9
Tn6 DDE FP	-11	6	-6	9	5	4	4	-5	-2	0
KLK7 zymogen act	-0.2	0.3	0.3	0.2	-6.0	-0.2	-0.1	0.8	0.0	0.0
TDP2 inh	13	9	-3	0	-4	-4	-2	-4	-6	1
Tn7 DDE FP	-5	8	-5	9	1	2	3	3	1	4

11) O=C(CSc1ncccn1)NC1CCCc2ccccc21 (configuration not stated)
12) COc1cccc(C(O)c2nc(-c3cncnc3)cs2)c1 (configuration not stated)
13) COc1cc(/C=N/NC(=O)c2ccncc2)ccc1OC(=O)c1ccc([N+](=O)[O-])cc1
14) COCC1CCCCC1OS(N)(=O)=O (configuration not stated)
15) CCOCCCNC(=O)C1CCN(C(=O)Nc2ccc(Cl)cc2)CC1
16) O=C(COC(=O)c1n[nH]c2ccccc12)Nc1ccc(Cl)cc1[N+](=O)[O-]
17) COC(=O)C1=C(C)N(Cc2ccccc2)C(=O)/C1=C\c1ccco1
18) NC(=O)CSc1nc(-c2ccccc2)nc2ccccc12
19) Cc1nnc(SCCn2c(N3CCCC(C)C3)nc3c2c(=O)n(C)c(=O)n3C)s1 (configuration not stated)
20) CC/C(=N\NC(=O)c1nnn(-c2nonc2N)c1-c1cccc(OC)c1)c1ccc(C)cc1
Screen / compound no.	11	12	13	14	15	16	17	18	19	20
ASAP1 inh	4	6	9	6	2	13	4	4	-3	-20
ADAM10 inh	-6	-8	2	1	-9	0	2	-4	-2	3
ADAM17 inh	-4	1	-3	-3	-4	-3	-5	-2	-3	0
PLCg1 inh	1	0	3	1	1	-2	-3	-3	2	-1
LEDGF integ inh	0	3	4	1	-2	0	2	-4	-1	-1
ARFGAP1 inhibitor	-8	-12	-16	-5	8	12	-2	4	-2	6
Tn6 DDE FP	-7	-4	-2	-1	-3	-2	-4	7	-2	8
KLK7 zymogen act	0.7	-0.1	0.4	0.1	0.2	0.3	0.5	-1.6	0.0	0.5
TDP2 inh	9	-15	8	7	2	2	-8	12	6	-1
Tn7 DDE FP	-3	2	0	4	-5	0	-11	8	0	3

21) Cc1ccc(S(=O)(=O)N2CCC(C(=O)OCC(=O)Nc3cc(S(C)(=O)=O)ccc3Cl)CC2)cc1C
22) CC(=O)[C@@H]1[C@@H]2C(=O)N(c3ccccc3F)C(=O)[C@@H]2[C@H]2c3ccccc3C=NN12
23) CC(C)(C)c1cc(CN2CCCCC2)cc(C(C)(C)C)c1O
24) COc1ccc(C(C)=O)cc1COC(=O)c1cnc(Cl)c(Cl)c1
25) CN(C)c1ccc(CNc2ncn[nH]2)cc1
26) O=C(Nc1cc(Cl)ccc1N1CCOCC1)c1ccco1
27) O=C(Cc1ccc(NS(=O)(=O)c2ccc(F)cc2)cc1)NCc1ccccc1
28) O=S(=O)(c1ccc(S(=O)(=O)N2CCC(O)CC2)cc1)N1CCCC1
29) COc1ccc(C(=O)C2CCCN(Cc3ccc4nonc4c3)C2)c(OC)c1 (configuration not stated)
30) O=S1(=O)c2c(cccc2N2CCC[C@H]2CO)O[C@H]2CCN1C2
Screen / compound no.	21	22	23	24	25	26	27	28	29	30
ASAP1 inh	5	4	5	6	11	0	-6	3	10	.
ADAM10 inh	2	1	1	4	-4	4	1	6	1	0
ADAM17 inh	3	-4	-1	-2	-2	0	-5	-1	-3	-2
PLCg1 inh	-1	-19	4	1	1	0	-4	1	0	1
LEDGF integ inh	2	-2	1	-2	3	1	-3	0	-1	3
ARFGAP1 inhibitor	7	0	-1	0	2	-5	-10	-8	5	.
Tn6 DDE FP	4	2	-4	5	-6	8	7	-10	-7	0
KLK7 zymogen act	0.2	0.2	0.8	0.8	0.8	0.2	-0.2	0.4	0.6	0.4
TDP2 inh	13	2	-2	0	3	1	-4	25*	2	-2
Tn7 DDE FP	2	5	4	-3	-8	12	-3	-3	-5	0

# Only ARFGAP1 inhibitor, TDP2 inh and ADAM17 inh, for 2 of the compounds above:
item	mol	ARFGAP1 inhibitor	TDP2 inh	ADAM17 inh
29	COc1ccc(C(=O)C2CCCN(Cc3ccc4nonc4c3)C2)c(OC)c1 (configuration not stated)	5	2	-3
26	O=C(Nc1cc(Cl)ccc1N1CCOCC1)c1ccco1	-5	1	0

# A different layout for part of the listing above:
# The line under a structure holds: ASAP1 inh, ADAM10 inh, ADAM17 inh, PLCg1 inh, LEDGF integ inh, ARFGAP1 inhibitor, Tn6 DDE FP, KLK7 zymogen act, TDP2 inh, Tn7 DDE FP
22	CC(=O)[C@@H]1[C@@H]2C(=O)N(c3ccccc3F)C(=O)[C@@H]2[C@H]2c3ccccc3C=NN12
 : 4, 1, -4, -19, -2, 0, 2, 0.2, 2, 5
21	Cc1ccc(S(=O)(=O)N2CCC(C(=O)OCC(=O)Nc3cc(S(C)(=O)=O)ccc3Cl)CC2)cc1C
 : 5, 2, 3, -1, 2, 7, 4, 0.2, 13, 2
25	CN(C)c1ccc(CNc2ncn[nH]2)cc1
 : 11, -4, -2, 1, 3, 2, -6, 0.8, 3, -8
24	COc1ccc(C(C)=O)cc1COC(=O)c1cnc(Cl)c(Cl)c1
 : 6, 4, -2, 1, -2, 0, 5, 0.8, 0, -3

# The results go on:
31) O=C(NNS(=O)(=O)c1ccccc1[N+](=O)[O-])c1cc2ccccc2cc1O
32) C/C(N)=C(/C#N)C(=O)CSc1cc(C)c2cc(C)cc(C)c2n1
33) O=[N+]([O-])c1ccccc1Oc1cnc2ccccc2n1
34) O=C(NCC(=O)N1CC=C(c2ccccc2)CC1)c1ccc(F)cc1
35) CCCCN(CC)CCCNC(=S)Nc1ccc2nc3n(c(=O)c2c1)CCCCC3
36) COCCOc1ccc(C(F)(F)F)cc1NC(=O)Cc1ccc(S(=O)(=O)N2CCOCC2)s1
37) CCN1C(=O)C(CC(=O)Nc2ccc(OC)cc2)N(CCCN2CCN(c3ccc(OC)cc3)CC2)C1=S (configuration not stated)
38) COC(=O)N[C@H]1CC=C[C@@H]1Cc1cccc(Oc2ccccc2)c1
39) COc1ccc(S(=O)(=O)Nc2cc(C)c(O)c(S(=O)(=O)c3ccccc3)c2)cc1
40) CC(C)NC(=O)NC(=O)CSc1nncn1C
Screen / compound no.	31	32	33	34	35	36	37	38	39	40
ASAP1 inh	-9	5	5	-11	-2	-4	-10	-2	5	0
ADAM10 inh	-24	5	5	-12	-25	2	5	-9	2	-1
ADAM17 inh	-2	-2	0	0	-9	-2	1	-4	3	-7
PLCg1 inh	-44	3	0	2	-2	2	4	-1	-7	3
LEDGF integ inh	2	-1	2	1	2	-5	-2	5	-1	7
ARFGAP1 inhibitor	12	9	4	-5	5	4	-2	3	-4	-1
Tn6 DDE FP	-12	11	-7	1	5	-2	-11	-2	-10	-7
KLK7 zymogen act	14*	0.1	0.3	0.3	-0.5	-0.1	0.3	0.0	-0.5	-0.4
TDP2 inh	5	-14	3	1	11	10	6	6	0	-5
Tn7 DDE FP	3	-1	0	6	0	7	0	-2	-7	-5

41) c1cc(-c2ccc3[nH]ccc3c2)n2ccnc2c1
42) O=S(=O)(c1ccccc1)N1CCN(C2CCCCCCC2)CC1
43) Cc1cc(C)cc(C(=O)NC(CC(N)=O)c2ccc(NC3CCCCCC3)c([N+](=O)[O-])c2)c1 (configuration not stated)
44) Cn1ccc(C(=O)Oc2ccc(C(=O)Nc3ccc(F)cc3F)cc2)n1
45) O=C(Nc1cc(=O)c2ccccc2o1)N1CCOCC1
46) CCOC(=O)C(NCCc1ccccc1)(NC(=O)CC)C(F)(F)F (configuration not stated)
47) CCOC(=O)C(C)(C)CC#CCN(CC#Cc1ccccc1)S(=O)(=O)c1ccc(C)cc1
48) O=C(NCCOCC(F)(F)C(F)F)c1cc(F)c(F)cc1Cl
49) CCOC(=O)CSc1n[nH]c(=S)s1
50) CCn1c(CCNC(=O)c2ccc(Cl)cc2)nnc1SCC(=O)NC1CCCC1
Screen / compound no.	41	42	43	44	45	46	47	48	49	50
ASAP1 inh	-11	1	-6	2	7	-7	-7	5	-4	2
ADAM10 inh	i	2	-5	0	-8	6	0	9	3	4
ADAM17 inh	-184	0	-5	0	2	5	0	8.7*	0	-6
PLCg1 inh	-125	-1	-1	-1	3	3	-3	15*	1	0
LEDGF integ inh	4	-1	1	-3	5	4	-1	6	2	-1
ARFGAP1 inhibitor	-8	2	1	5	-6	0	12	1	0	-8
Tn6 DDE FP	5	-4	-1	3	-9	-2	-6	1	-4	4
KLK7 zymogen act	3.8	0.2	-0.1	0.1	0.3	0.4	0.2	-0.1	-0.3	0.4
TDP2 inh	-3	0	6	16	-2	-5	-2	-17	5	7
Tn7 DDE FP	2	4	5	-2	-2	-2	1	2	-2	8

# Screening results (PubChem BioAssay)
